# Screening data: PubChem, National Center for Advancing Translational Sciences (NCATS)
# GoLoco inh red: RGS12 GoLoco-Gai1 interaction inhibition. P63096. 230,000 tested, 0.44% active. Gai1:RGS12 GoLoco peptide FP, rhodamine, 10 min. Potency, µM (series often up to 61.6 µM), for the others: top-dose activity, negative = inhibition, actives largely listed as inhibitors; active = well fitted inhibition curve with a large enough effect, not every such curve was filed as active; inactive = no such curve, though single readings can be large or run the other way; also: % is scaled to controls: 0 for no effect and ±100 for the full control effect; nearly all actives have a fitted effect of over 30% in size; many of its hits are not listed in these tables
# Target sequence (P63096 whole entry, looked up): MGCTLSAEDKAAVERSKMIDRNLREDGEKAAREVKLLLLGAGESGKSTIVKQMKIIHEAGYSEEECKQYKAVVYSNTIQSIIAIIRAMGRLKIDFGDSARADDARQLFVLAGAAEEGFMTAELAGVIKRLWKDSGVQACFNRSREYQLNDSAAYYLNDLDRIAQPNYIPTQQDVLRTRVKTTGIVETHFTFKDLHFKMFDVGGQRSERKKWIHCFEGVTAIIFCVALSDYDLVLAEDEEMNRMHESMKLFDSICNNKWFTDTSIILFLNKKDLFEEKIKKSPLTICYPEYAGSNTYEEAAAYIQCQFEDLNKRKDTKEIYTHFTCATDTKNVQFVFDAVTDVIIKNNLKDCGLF
# JMJD2E inh: blocks human JMJD2E demethylase activity; JMJD2E catalytic domain, FDH-coupled NADH fluorescence (FDH is formaldehyde dehydrogenase); Potency, µM (highest dose often 57.1 µM), for the others: top-dose activity change, negative = inhibition, hits mostly inhibitors; 230,000 tested, 1.6% active; AID 2147; active = well fitted inhibition curve with a large enough effect, not every such curve was filed as active; inconclusive = small, poorly fitted or top-dose-only effect, or another doubt; inactive = no such curve, though single readings can be large or run the other way;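 also: 0% = wells with enzyme and -100% = buffer wells without enzyme; nearly all actives have a fitted effect of over 50% in size; many of its hits are not listed in these tables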
# NPSR antag: blocks cAMP signaling of the human neuropeptide S receptor; Q6W5P4; CHO-NPSR cells, cAMP TR-FRET, antagonist mode; Potency, µM (titrated, usually from 38.3 µM), inactives show top-dose activity change, negative = inhibition, usual class: inhibitors; 220,000 tested, 1% active; also: % is scaled to controls: 0 for no effect and ±100 for the full control effect; nearly all actives have a fitted effect of over 50% in size; many of its hits are not listed in these tables
# IMPase Li inh: cell-permeable IMPase inhibitors with lithium potentiation. CHO-M1 cells, IP1 TR-FRET (IP-One), carbachol + lithium. Potency, µM (doses to about 59.4 µM), without a hit: at the highest dose activity, negative = IMPase inhibition, usual class: inhibitors. 210,000 tested, 0.35% active;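 also: IP1 builds up when IMPase is blocked and the TR-FRET signal falls; plate controls were basal vehicle for no effect and high inhibitor control for full effect; nearly all actives have a fitted effect of over 50% in size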
#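 Readout is a homogeneous TR-FRET IP1 immunoassay (Ex 320, Em 665 and 620), where raised cytosolic IP1 lowers signal. Cells were CHO-M1 treated 30 min at 37C with test compounds plus a little lithium; AC50 values came from Hill-equation fitting.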
# SMN2 splice up: enhancers of SMN2 splice variant expression; HEK293 SMN2-luciferase splicing reporter, luminescence, 30-36 h; Potency, µM (doses to about 46.1 µM), for the others: at the highest dose activity change, positive = activation, hits mostly activators; 210,000 tested, 2.8% active; also: % of control where 0% means no effect; nearly all actives have a fitted effect of over 55% in size
#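 HEK293 cells carry an SMN2 minigene-luciferase reporter in which exon 7 inclusion puts luciferase in frame. Cells were seeded at 2000 cells/well, attached for 10-12 hours, then exposed to compounds for 30-36 hours at 37C before ONE-Glo luminescence.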
# KinaseGlo FLuc: counter-screen: inhibitors of Kinase-Glo firefly luciferase | Q27757 | Kinase-Glo luciferase, ATP luminescence, 8 min | Potency, µM (series often up to 38.3 µM), without a hit: at the highest dose activity change, negative = inhibition, hits mostly inhibitors | 200,000 tested, 0.28% active; also: % is scaled to controls: 0 for no effect and ±100 for the full control effect; nearly all actives have a fitted effect of over 60% in size
#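 Kinase-Glo luciferase light output from ATP and luciferin was measured with 10 uM ATP, within the enzyme's linear range. Buffer: 50 mM imidazole pH 7.2, 50 mM KCl, 7 mM MgCl2, 0.01% Tween 20, 0.05% BSA; luminescence read after 8 min at ambient temperature.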
# Epigenetic derep: regulators of epigenetic silencing causing reporter derepression in mouse cells | Potency, µM (top dose mostly 53.9 µM), for inactives: at the top dose GFP activation, hits mostly activators | murine LDR cells, GFP reporter derepression, 30 h | 280,000 tested, 0.2% active; also: % of control where 0% means no effect; nearly all actives have a fitted effect of over 60% in size
#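 Reporter derepression read as number of fluorescent GFP-positive objects, 20-120 um in size, counted by laser-scanning cytometer. Mouse LDR line with an epigenetically silenced CMV-GFP locus; compound incubation 30 h, 37 C.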
# RECQ1 helicase: blocks DNA unwinding by human RECQ1; RECQ1 DNA unwinding, red fluorescence kinetic read; Potency, µM (titrated, usually from 57.3 µM), without a hit: at the top dose activity, negative = inhibition, actives largely listed as inhibitors; 240,000 tested, 0.54% active;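 also: plate controls were vehicle for no effect and no enzyme for full effect; nearly all actives have a fitted effect of over 30% in size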
# Target sequence (P46063 whole entry, looked up): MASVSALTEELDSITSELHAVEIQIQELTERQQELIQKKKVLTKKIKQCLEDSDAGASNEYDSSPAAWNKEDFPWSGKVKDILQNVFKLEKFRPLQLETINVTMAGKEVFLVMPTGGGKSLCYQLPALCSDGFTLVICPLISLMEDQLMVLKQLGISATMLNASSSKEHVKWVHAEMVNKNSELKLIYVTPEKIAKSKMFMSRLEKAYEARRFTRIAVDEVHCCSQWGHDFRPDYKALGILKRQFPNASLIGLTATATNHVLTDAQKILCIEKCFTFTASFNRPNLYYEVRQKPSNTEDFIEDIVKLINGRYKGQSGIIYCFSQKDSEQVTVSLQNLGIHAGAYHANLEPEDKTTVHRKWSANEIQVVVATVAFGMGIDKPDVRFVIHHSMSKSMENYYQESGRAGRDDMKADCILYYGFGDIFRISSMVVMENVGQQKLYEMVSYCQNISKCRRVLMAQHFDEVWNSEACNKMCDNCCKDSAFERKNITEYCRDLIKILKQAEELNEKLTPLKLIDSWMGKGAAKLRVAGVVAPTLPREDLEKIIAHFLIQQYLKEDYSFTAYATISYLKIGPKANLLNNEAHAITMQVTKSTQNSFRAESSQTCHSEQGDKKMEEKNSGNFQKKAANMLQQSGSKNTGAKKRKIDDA
#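 50 nM RECQ1T1 preincubated 15 min with compound in Tris pH 8.0 buffer with MgCl2, DTT, Tween-20 and 2.5 ug/ml poly(dI-dC); started with 200 nM TAMRA/BHQ-2 forked duplex and 2 mM ATP. Unwinding read as fluorescence (525/598 nm), two reads 2 h apart.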
# An asterisk follows results filed as active; i = inactive; ? = inconclusive; / = no result given; [ ] = another dose, or the depositor's remark. Unless noted, calls follow the shape of the dose curve; as a rule, active = well fitted curve in the direction sought with a large enough effect; inconclusive = small, poorly fitted or top-dose-only effect, or another doubt; inactive = no such curve, though single readings can be large; an effect the other way counts as inactive or inconclusive. Potency is read from the fitted curve at half-maximal effect. An excerpt, so the mix of outcomes need not match the whole.
no.	canonical_smiles	GoLoco inh red	JMJD2E inh	NPSR antag	IMPase Li inh	SMN2 splice up	KinaseGlo FLuc	Epigenetic derep	RECQ1 helicase
1	NNc1nc2sc3c(c2c(=O)n1C1CCCCC1)CCN(Cc1ccccc1)C3	22%	?	55%	/	/	/	5.4%	1%
2	CC(=O)Nc1ccc(NC(=O)C2CCCN2/C=C/C(=O)C(F)(F)F)cc1 (stereo unspecified)	5%	3%	3%	-3%	16%	2%	-1.1%	1%
3	CCCn1c(C(O)c2ccc(OCC)cc2)nc2ccccc21 (stereo unspecified)	3%	-2%	-6%[46.1 µM]	16%[38.3 µM]	17%	2%	0.8%	-6%
4	CCOC(=O)CCS(=O)(=O)c1ccc(-c2ccc(S(=O)(=O)CCC(=O)OCC)cc2)cc1	-6%	6%	-5%[46.1 µM]	-2%[38.3 µM]	5%	0%	-0.4%	-18%
5	CCCn1c(-c2ccc(F)cc2)nc2c(N3CCCN(Cc4ccccc4)CC3)nc(C)nc21	1%	?	/	4%	-27%	1%	2.7%	-4%
6	O=c1c2ccccc2c(/C=N/n2cnnc2)c(O)n1-c1ccccc1	-4%	?	-11%[46.1 µM]	9%[38.3 µM]	-10%	1%	-7.9%	-8%
7	CCN(CC)S(=O)(=O)c1ccc(N2CCCCC2)c(NC(=O)/C=C/c2ccc(OC)c(OC)c2)c1	77%[activator]	1%	-9%[46.1 µM]	3%	-2%	2%	0.0%	0%
8	CC1CN(CC(O)COc2ccc(C(=O)c3ccccc3)cc2)CC(C)O1 (stereo unspecified)	-8%	0%	-8%[46.1 µM]	3%[38.3 µM]	-11%	-2%	0.9%	-4%
9	CCN(CC)S(=O)(=O)c1cc(C(=O)NC2CCCCC2)ccc1C	-3%	5%	-12%[46.1 µM]	-2%[38.3 µM]	?	1%	-0.4%	i
10	Cc1ccc(NC(=O)c2c3c(nc4ccccc24)CCC3)cc1	102%[activator]	-3%	6%	?	1%	7%	15%	-4%
11	Cc1ccc(/C=C/C(=O)NC(=S)N2CCN(c3ccc(F)cc3)CC2)cc1	4%	0%	9%[7.67 µM]	/	/	/	-0.3%	-11%
12	CCCCCN(C(=O)NC(=O)Nc1ccccc1OC)S(C)(=O)=O	2%	-3%	-13%[46.1 µM]	-22%[38.3 µM]	5%	-7%	0.3%	-11%
13	COCCNC(=S)N/N=C/c1ccc(-c2ccc([N+](=O)[O-])cc2)o1	5%	-3%	1%[7.67 µM]	/	/	/	?	-2%
14	Clc1ccc2c(c1)-c1nnc(Br)n1-c1ccccc1S2	7%	-13%	?	9%	-23%	2%	-0.8%	i
15	CCSC1=NCCN1C(=O)C(C)(C)Oc1ccc(Cl)cc1	11%	-5%	-38%	?	-14%	-2%	-1.2%	4%
16	CCNC(=S)Nc1cc(-c2ccc(Cl)cc2)[nH]n1	10%	?	5%	-2%	/	-1%	0.0%	-5%
17	NC(=O)C1C(c2ccccc2)=C1c1ccccc1	2%	3%	3%[46.1 µM]	8%[38.3 µM]	-28%	2%	-7.2%	-14%
18	Cc1ccn2c(CNCC3OCCc4ccccc43)c(C(=O)N3CCCCCC3)nc2c1 (stereo unspecified)	4%	-18%	8%	7%	/	/	-0.1%	-16%
19	FC(F)(F)c1ccnc(NCc2ccco2)n1	6%	-4%	16%	/	/	/	0.1%	-4%
20	COc1ccccc1CNC(=O)COC(=O)C1=COCCO1	-1%	14%	?	0%[38.3 µM]	-5%	12%	0.7%	i
21	CCOC(=O)C1CCCN(C(=O)COc2ccccc2F)C1 (stereo unspecified)	2%	0%	7%	4%	4%	-1%	3.5%	-2%
22	O=C(CCNC(=O)c1ccc(Br)cc1)Nc1nccs1	166%[activator]	4%	1%	3%	-5%	1%	1.3%	-5%
23	COc1cc(C(=O)NC2=C(C#N)CCC2)cc(OC)c1OC	8%	-2%	24%	4%	6%	4%	-2.4%	i
24	CCC(=O)c1cccc2c1N=CC1=C(CC(C)(C)CC1=O)N2	3%	2%	-22%[46.1 µM]	4%[38.3 µM]	-13%	5%	1.1%	-5%
25	COc1ccc2c(c1)CC/C(=C\c1ccc(OC)c(Cn3cccn3)c1)C2=O	-3%	-22%	-6%[46.1 µM]	22%[38.3 µM]	-48%[inhibitor]	-3%	-5.3%	-1%

# Four structures from above, sorted by number of heavy atoms, largest number first:
no.	canonical_smiles	GoLoco inh red	JMJD2E inh	NPSR antag	IMPase Li inh	SMN2 splice up	KinaseGlo FLuc	Epigenetic derep	RECQ1 helicase
18	Cc1ccn2c(CNCC3OCCc4ccccc43)c(C(=O)N3CCCCCC3)nc2c1 (stereo unspecified)	4%	-18%	8%	7%	/	/	-0.1%	-16%
8	CC1CN(CC(O)COc2ccc(C(=O)c3ccccc3)cc2)CC(C)O1 (stereo unspecified)	-8%	0%	-8%[46.1 µM]	3%[38.3 µM]	-11%	-2%	0.9%	-4%
12	CCCCCN(C(=O)NC(=O)Nc1ccccc1OC)S(C)(=O)=O	2%	-3%	-13%[46.1 µM]	-22%[38.3 µM]	5%	-7%	0.3%	-11%
19	FC(F)(F)c1ccnc(NCc2ccco2)n1	6%	-4%	16%	/	/	/	0.1%	-4%

# The list goes on.
no.	canonical_smiles	GoLoco inh red	JMJD2E inh	NPSR antag	IMPase Li inh	SMN2 splice up	KinaseGlo FLuc	Epigenetic derep	RECQ1 helicase
26	Cc1cc(C)c2nc(SC(C)C(=O)NCC(=O)Nc3ccc(F)c(F)c3F)cc(C)c2c1 (stereo unspecified)	-2%	-2%	-17%	-5%	2%	4%	1.0%	3%
27	Cc1[nH]c2ccccc2c1SCC(=O)NNC(=O)Nc1ccc(OC(F)(F)F)cc1	2%	-5%	22%	/	/	/	0.0%	-11%
28	O=C(NCc1ccccc1)Nc1cccn(Cc2c(F)cccc2Cl)c1=O	22%	-41%	-17%	9%	-26%	2%	?	i
29	Cc1c(NC(=O)CCCCCN2C(=O)C3C4C=CC(C4)C3C2=O)c(=O)n(-c2ccccc2)n1C (stereo unspecified)	2%	1%	21%[46.1 µM]	19%[38.3 µM]	3%	1%	-0.8%	0%
30	CN(Cc1nc2ccccc2c(=O)[nH]1)CC(O)COCc1ccco1 (stereo unspecified)	9%	-4%	2%[46.1 µM]	-2%	3%	5%	-0.9%	-7%
31	Cn1c(CSCc2ccc(Cl)cc2)nnc1SCC(=O)Nc1nccs1	12%	2%	-26%[46.1 µM]	16%	-35%[inhibitor]	9%	2.3%	0%
32	O=C(Nc1cccc2nsnc12)c1ccc(F)cc1	-6%	?	18%[46.1 µM]	?	?	-25%	5.1%	-10%
33	Cc1ccc(C)n1-c1ccc(C#N)cn1	-5%	?	10%	22%	-4%	4%	2.3%	-1%
34	CCOC(=O)C(NCc1ccc(F)cc1)(NC(=O)c1ccccc1)C(F)(F)F (stereo unspecified)	-4%	-5%	-16%	8%	-9%	-1%	-1.0%	i
35	O[C@@H](COc1cccc2ccccc12)CN1CCOCC1	3%[14.2 µM]	/	/	-2%	-16%[9.22 µM]	-4%[7.66 µM]	/	/
36	COc1ccc(S(=O)(=O)N(C)CC(=O)NCc2cccnc2)cc1	3%	4%	13%[46.1 µM]	-3%[38.3 µM]	-11%	0%	-0.4%	-2%
37	Fc1ccc(Cn2nnc(-c3ccc(CN4CCOCC4)cc3)n2)cc1	7%	8%	-16%[46.1 µM]	36%[activator][38.3 µM]	0%	0%	-1.1%	-1%
38	COc1ccc(OC)c(-n2c(-c3cc(-c4ccco4)[nH]n3)n[nH]c2=S)c1	14%	-10%	-8%	-2%	/	-7%	-1.1%	i
39	C=CCN1C(=O)C(CC(=O)Nc2ccccc2)S/C1=N/c1nccs1 (stereo unspecified)	13%	9%	-15%	/	/	/	3.3%	-1%
40	CC(C)NC(=O)Cn1cnc2c1c(=O)n(C)c(=O)n2C	8%	2%	-11%[46.1 µM]	8%[38.3 µM]	6%	3%	0.0%	-13%
41	O=C(OCCCN1CCOCC1)c1ccc(O)c(O)c1	8%	16µM*	-35%	/	/	/	3.2%	-2%
42	COCCN(C(=S)Nc1ccc(C)cc1C)C(C)c1ccco1 (stereo unspecified)	6%	-3%	-50%	6%	16%	-1%	-2.6%	-2%
43	Cc1ccc(C(=O)NNc2nc3ccccc3nc2C(F)(F)F)cc1	14%	-5%	-8%[46.1 µM]	8%[38.3 µM]	0%	0%	0.0%	-5%
44	CCN(CC)CCn1c(=S)[nH]c2cc3c(cc2c1=O)OCO3	2%	4%	2%[46.1 µM]	-6%[38.3 µM]	-1%	-1%	0.0%	18%
45	CCCC[n+]1c(C)sc2cc(OC)ccc21	42%[activator]	0%	-6%	17%	/	-4%	-1.0%	-1%
46	CCc1ccc(CNC(=O)CCc2nc(-c3cccs3)no2)cc1	7%	1%	-10%[46.1 µM]	9%[38.3 µM]	-24%	0%	0.0%	-4%
47	COCC(=O)N1CCCN(c2nc3c(C)cccc3cc2C#N)CC1	4%	?	-8%[46.1 µM]	15%[38.3 µM]	-8%	1%	-1.9%	i
48	Cc1nc2nc(SCC(=O)c3ccc([N+](=O)[O-])cc3)[nH]c2cc1Br	/	-1%	10%[46.1 µM]	/	/	/	12%	-3%
49	CC[C@H](C(=O)[C@H](C)[C@H](O)[C@H](C)CCc1ccc(C)c(O)c1C(=O)O)[C@H]1O[C@](CC)([C@@H]2CC[C@@](O)(CC)[C@H](C)O2)C[C@H]1C	5%[21.6 µM]	?	/	-12%	-23%[20.6 µM]	3%[17.1 µM]	1.1%[16.9 µM]	-2%[25.9 µM]
50	Cn1cc(Br)c(C(=O)NNC(=O)c2ccc(Br)cc2)n1	-10%	6%	9%	-1%	-3%[1.84 µM]	-7%	-0.9%	-12%

# Part of the list above, with values under each structure.
# Every second line gives: GoLoco inh red | JMJD2E inh | NPSR antag | IMPase Li inh | SMN2 splice up | KinaseGlo FLuc | Epigenetic derep | RECQ1 helicase
[37] Fc1ccc(Cn2nnc(-c3ccc(CN4CCOCC4)cc3)n2)cc1
    7% | 8% | -16%[46.1 µM] | 36%[activator][38.3 µM] | 0% | 0% | -1.1% | -1%
[38] COc1ccc(OC)c(-n2c(-c3cc(-c4ccco4)[nH]n3)n[nH]c2=S)c1
    14% | -10% | -8% | -2% | / | -7% | -1.1% | i
